# Ecoli viability – bacterial growth inhibition, counter-screen for AddAB inhibitors | E. coli V3065 growth, OD600 absorbance, 18 h | inhibition, % at 11.9 µM | hit rate 0.27% among 330,000;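 active means inhibition above the campaign's mean inhibition across all tested compounds plus 3 SD, cut at about 9.9% in these data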;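 further: uninfected addAB+ strain grown without phage in ampicillin broth; 0% = DMSO wells and 100% = ciprofloxacin 0.95 µg/ml wells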
# SUMO Mot1 rescue – inhibitors of SUMOylation pathway: yeast Mot1-301 growth rescue. growth rescue, % at 18.8 µM. S. cerevisiae Mot1-301 growth rescue, ATP luminescence, 38.5C; percent above DMSO median, 100 means doubled. AID 2716. hit rate 1% among 320,000;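 active means every valid replicate shows activation above 250% relative to neutral control wells; inactive means the rest, any valid replicate at or below 250%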;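 further: OY570 slx delta 5 strain wells were the positive control but not used for scaling; some compounds called inactive have numbers as strong as hits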
# HTR5A ag ctr – counter-screen for OPRM1-OPRD1 agonists: human HTR5A agonism. P47898. HTR5A agonist assay, luminescence, cell-based. activation, % at 9.3 µM. hit rate 0.61% among 340,000; in the data active means activation mostly above about 9.5%, no sharp cut-off; inactive means mostly below about 7.6%;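 further: 0% = cells with vehicle only and 100% = reference agonist; strong numbers were not always called active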
# phage Ecoli inh – E. coli growth loss with phage present | growth absorbance | inhibition, % at 11.9 µM | hit rate 0.26% among 360,000; in the data active means inhibition above about 11%
# OPRM1-OPRD1 ag – OPRM1-OPRD1 heterodimerization agonism. P35372+P41143. activation, % at 9.3 µM. AID 504326. hit rate 0.3% among 340,000. cells, luminescence; in the data active means activation above about 18%;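 further: 0% = vehicle-treated cells and 100% = reference agonist; values of inactives mirror those of a sister screen read the other way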
# Target sequence (P35372 whole entry, looked up): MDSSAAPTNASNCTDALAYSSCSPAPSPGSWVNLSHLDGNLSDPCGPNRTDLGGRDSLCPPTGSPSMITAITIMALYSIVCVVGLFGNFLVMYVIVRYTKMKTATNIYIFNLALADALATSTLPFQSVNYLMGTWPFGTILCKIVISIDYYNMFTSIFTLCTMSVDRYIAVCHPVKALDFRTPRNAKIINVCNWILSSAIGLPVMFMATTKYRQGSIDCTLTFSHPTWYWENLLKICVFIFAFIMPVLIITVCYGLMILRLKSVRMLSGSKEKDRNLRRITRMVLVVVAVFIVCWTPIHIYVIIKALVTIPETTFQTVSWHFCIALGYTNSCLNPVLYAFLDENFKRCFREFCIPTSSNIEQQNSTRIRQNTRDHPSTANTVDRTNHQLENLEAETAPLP
# Target sequence (P41143 whole entry, looked up): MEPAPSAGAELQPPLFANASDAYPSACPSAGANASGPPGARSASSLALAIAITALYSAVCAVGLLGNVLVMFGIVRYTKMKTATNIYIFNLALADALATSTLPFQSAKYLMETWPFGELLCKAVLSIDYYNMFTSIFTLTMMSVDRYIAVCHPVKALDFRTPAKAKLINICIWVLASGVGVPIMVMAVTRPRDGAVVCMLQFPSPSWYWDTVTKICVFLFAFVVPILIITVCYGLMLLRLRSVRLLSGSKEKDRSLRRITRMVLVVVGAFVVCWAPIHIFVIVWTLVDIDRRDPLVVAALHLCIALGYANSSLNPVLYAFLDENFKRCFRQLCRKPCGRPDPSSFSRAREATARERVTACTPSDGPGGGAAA
# PKA-R1A activ – PKA-R1A complex activation; P00514+P68181; PKA-R1A dissociation, Cy5-IP20 fluorescence polarization; scaled: DMSO 0%, 113 µM cGMP 100%; activation, % at 11.4 µM; hit rate 0.083% among 340,000; AID 504707;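 active means percent activation above the mean of all tested compounds plus 3 SD, cut at about 19% in these data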;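 further: higher means more PKAc released from R1A so a rise in polarization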
# AddAB inh – less growth of phage-infected E. coli with AddAB; E. coli expressing H. pylori AddAB, absorbance growth; inhibition, % at 11.9 µM; AID 435030; hit rate 0.29% among 330,000; in the data active means inhibition above about 12%;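 further: 0% = vehicle wells of infected cells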
# Pemphigus Ab inh – blocks pemphigus antibody binding to human desmoglein-3; DSG3-coupled beads, scFv-anti-DSG3-GFP binding, flow cytometry; active compounds read low; binding (percent of control), % at 10 µM; hit rate 0.48% among 310,000;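 active means binding more than 3 SD below its plate's average and above zero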;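 further: hits lower antibody fragment binding to DSG3; some compounds called inactive have numbers as strong as hits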
# PfHsp90 yeast 2 – inhibits growth of yeast expressing Plasmodium falciparum Hsp90; S. cerevisiae expressing PfHsp90, BacTiter-Glo ATP, 48 h; yeast lacking PDR1 and PDR3 efflux regulators; inhibition, % at 9.4 µM; hit rate 0.32% among 310,000;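 active means every replicate shows inhibition above about 80%, whatever the replicate mean, limit read from the data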;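 further: 0% = DMSO neutral controls and 100% = 20 µM radicicol positive controls; yeast relying on Plasmodium falciparum Hsp90 in place of its own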
# MOR-DOR inv ag – inverse agonist of human OPRM1-OPRD1 heterodimerization; hit rate 0.21% among 340,000; cell-based MOR-DOR heterodimer luminescence, inverse agonism; P35372+P41143; inhibition, % at 9.3 µM; AID 504357; in the data active means inhibition above about 22%, passing the limit was not always enough;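 further: 0% = cells with DMSO and 100% = wells without cells with DMSO; values of inactives mirror those of a sister screen read the other way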
# HTR5A inv ag – HTR5A inverse agonism, opioid heterodimer counter-screen; AID 504634; inhibition, % at 9.3 µM; HTR5A cell line, luminescence; hit rate 0.083% among 340,000; in the data active means inhibition mostly above about 23%, no sharp cut-off; inactive means mostly below about 18%;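 further: 0% = cells with DMSO and 100% = no-cell wells with DMSO; some compounds called inactive have numbers as strong as hits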
# Active calls of the source: *; . = not tested or not shown.
SMILES,Ecoli viability,SUMO Mot1 rescue,HTR5A ag ctr,phage Ecoli inh,OPRM1-OPRD1 ag,PKA-R1A activ,AddAB inh,Pemphigus Ab inh,PfHsp90 yeast 2,MOR-DOR inv ag,HTR5A inv ag
C=CCNC(=O)COC(=O)c1ccc(C)c(NC(=O)c2ccco2)c1,1.4,4,0,2.0,-1.0,4,1.2,106,20,5,13
Cc1ccc(CN2CCN(Cc3nc4c(s3)CCCC4)CC2CCO)cc1 (stereo not given),-0.2,-4,1,2.2,-1.3,-4,0.9,99,-15,7,-2
C/C(=N\NC(=O)C1CC1)c1ccc(OC(F)F)cc1OC(F)F,-1.9,-17,2,3.7,-0.2,5,4.9,.,5,1,-9
Cc1ccc(NC(=O)c2ccc(S(=O)(=O)NCC3CCCO3)cc2)cc1 (stereo not given),1.1,-21,3,2.5,0.2,5,0.9,100,-11,-1,6
O=C(NCc1ccccc1)c1ccc(OCC2CCCO2)cc1 (stereo not given),-0.3,20,-3,2.6,-1.4,-11,0.6,91,2,9,2
CCN(CC(=O)NCCC1=CCCCC1)S(=O)(=O)c1ccccc1,0.0,115,-2,3.2,-1.3,-10,2.5,92,-2,7,-2
C[C@H](CO)N1C[C@H](C)[C@@H](CN(C)Cc2ccc3c(c2)OCO3)Oc2c(NC(=O)C3CC3)cccc2C1=O,-0.7,-22,6,.,-3.0,13,1.2,103,-31,17,-12
COc1cccc(CN(C)C(=O)CC2C(=O)NCCN2C2Cc3ccccc3C2)c1 (stereo not given),-1.0,-4,0,0.8,-1.0,-2,0.1,.,-15,6,0
COc1cc(CNCCc2ccccc2)ccc1OCc1ccc(Cl)nc1,0.1,-28,-2,2.4,-1.2,2,1.6,102,0,7,5
O=C(O)c1ccc(N=Nc2c(-c3ccccc3)[nH]oc2=O)cc1,-0.3,0,3,-1.3,-0.8,1,-1.5,89,-13,4,-13
O=C(CN1CCc2ccccc2C1)Nc1ccccc1C(=O)NC1CC1,0.6,.,-7,3.5,-2.4,0,2.6,99,6,10,-5
O=C(NCCCN1CCN(CCCNC(=O)c2ccc(F)cc2)CC1)c1ccc(F)cc1,-2.2,-27,4,4.3,-0.3,-3,0.1,99,.,2,-31
Cc1ccc(-c2nc(C=Nc3ccc(O)cc3)c(O)o2)cc1,.,.,-6,2.4,1.5,-11,.,145,-14,-8,15
COc1ccc(-c2nnc3ccc(SCC(=O)NCc4ccco4)nn23)cc1OC,-1.5,-4,0,3.6,-1.8,-5,2.3,92,2,10,-16
Cc1cc2c3nonc3ccc2n1C,-0.4,-12,-2,1.5,-1.0,-3,1.6,.,7,4,4
O=S(=O)(CC=CCS(=O)(=O)c1ccccc1)c1ccccc1,.,.,-1,2.9,-2.3,6,.,89,0,12,2
COc1nc(OCCNC(C)=O)nc(N(C)C)n1,-0.1,1,4,3.1,-3.8,-11,0.2,101,.,19,36
O=C(NNc1cc(N2CCCC2)nc(N2CCCC2)n1)c1ccc([N+](=O)[O-])cc1,-2.0,-3,-5,3.6,6.0,-12,0.9,99,11,-32,12
COc1ccccc1NC(=O)/C(C#N)=C/c1cccn1C,-0.1,-7,-1,2.8,-1.9,-4,2.6,104,-19,10,6
CN(C)S(=O)(=O)Oc1ccsc1C(=O)Nc1cccc(Cl)c1Cl,-0.2,-27,1,4.1,1.9,-1,1.1,100,-51,-12,0
CCCc1cc(-c2n[nH]c(=S)n2CC)c2ccccc2n1,0.9,0,6,.,-3.0,-7,1.0,98,10,15,-16
CCOc1cccc2cc(C(=O)Nc3cc(C)on3)c(=O)oc12,-1.4,-31,2,3.2,-0.2,-10,1.4,102,.,1,0
O=S(=O)(CS(=O)(=O)c1ccc(Cl)cc1)c1ccc(Cl)cc1,1.7,7,2,1.6,-2.3,-10,6.6,116,8,11,-13
Cc1ccc(NC(=O)CN(C)C(=O)Cn2cc(C(F)(F)F)ccc2=O)cc1,2.3,10,-2,2.8,-0.3,2,-1.0,99,-19,2,5
O=C(Nc1ccc([N+](=O)[O-])cc1)c1cncc(Br)c1,0.1,1,3,2.8,1.1,-1,-0.3,107,16,-8,-2
CCOC(=O)c1ccc(NC(=O)C2C3CCCCC32)cc1 (stereo not given),.,-7,0,2.0,-0.2,6,.,98,22,1,-12
O=C(Nc1cccnc1Cl)c1cc(-c2cccc(O)c2)on1,-2.7,1,5,0.1,-1.4,-3,3.1,88,3,9,-13
COC(=O)[C@@H](NC(=O)NC1CCN(Cc2ccccc2)CC1)C(C)C,-0.3,.,0,2.9,-2.9,-7,0.8,109,11,15,-2
COc1ccc2oc(C(=O)NCCN3CCOCC3)c(C)c2c1OC,3.1,14,1,-0.7,-1.0,-1,3.0,.,-8,5,19
Cc1cccc(N(C)C(=O)c2cc3c(=O)[nH]c4ccc(C)cc4c3s2)c1,1.6,675*,0,2.3,4.0,-6,5.0,98,5,-22,-1
NS(=O)(=O)c1ccc(CCNC(=O)CN2CCCCC2)cc1,-1.8,-5,-1,0.6,-0.2,6,0.2,110,.,1,6
O=C(/C=C/c1c(F)cccc1Cl)NCc1ccco1,1.0,17,3,3.2,1.3,-10,3.9,124,10,-7,-14
COc1ccc(S(=O)(=O)N/N=C(/C)c2cccc(NC(=O)c3ccccc3Cl)c2)cc1,-0.5,7,0,0.1,0.1,5,1.6,112,.,0,1
O=C(Nc1ccccc1F)c1ccc2c(c1)CCN2S(=O)(=O)c1ccccc1,2.2,-5,-2,-0.2,1.3,-5,3.4,91,5,-6,3
Cc1cc(C)c2c(N)c(C(=O)NNC(=O)c3ccccc3)sc2n1,3.4,-8,2,3.8,-2.1,11,3.0,101,4,10,9
C=CCn1c(SCc2nnc(-c3ccccc3)o2)nnc1C(O)c1ccccc1 (stereo not given),-0.4,8,3,1.8,-2.0,0,0.7,.,47,11,-2
O=c1c(Cc2c(F)cccc2Cl)c(O)ccn1CCc1c[nH]c2ccccc12,1.6,5,2,3.0,-1.8,-5,3.4,103,-4,9,-5
Clc1ccccc1Cn1c(/C=C/c2ccco2)nc2ccccc21,-1.8,41,-4,0.2,1.5,-7,1.6,107,-22,-8,15
Cc1cnc(NC(=O)/C=C/c2ccc(Br)o2)s1,-0.2,-11,-2,2.8,1.4,0,0.4,100,-36,-7,5
CCCC(CCC(=O)Nc1ccc(S(N)(=O)=O)cc1)C(=O)O (stereo not given),0.4,1,1,2.2,0.4,-7,-0.9,105,-27,-2,-16
COc1ccc(S(=O)(=O)N2CCCCC2)cc1NC(=O)C1CC(=O)N(Cc2ccco2)C1 (stereo not given),0.5,-14,0,0.4,-0.1,6,1.0,97,.,0,1
O=[N+]([O-])c1ccc2[nH]c(=S)sc2c1,.,.,-5,5.7,-1.8,-7,.,.,-5,9,18
CCN(CC)C(=O)C1CCN(c2ncnc3c2cnn3-c2ccc(C)cc2C)CC1,-1.4,0,4,1.8,-0.7,-7,1.2,106,2,3,-10
CCOC(=O)N1CCC(NCCNC(=O)c2ccccc2Cl)CC1,1.1,1,0,1.7,-2.9,-2,1.1,104,-4,15,-12
CC(C)Oc1ccc(CCC(=O)NNC(=O)CCC(=O)O)cc1,1.8,-20,-3,-0.3,-1.5,-5,-1.2,97,-2,8,7

# Compound profiles, from the list above. Screens in order: Ecoli viability | SUMO Mot1 rescue | HTR5A ag ctr | phage Ecoli inh | OPRM1-OPRD1 ag | PKA-R1A activ | AddAB inh | Pemphigus Ab inh | PfHsp90 yeast 2 | MOR-DOR inv ag | HTR5A inv ag
# CCOC(=O)N1CCC(NCCNC(=O)c2ccccc2Cl)CC1 in the list: 1.1 | 1 | 0 | 1.7 | -2.9 | -2 | 1.1 | 104 | -4 | 15 | -12
# CCN(CC)C(=O)C1CCN(c2ncnc3c2cnn3-c2ccc(C)cc2C)CC1 in the list: -1.4 | 0 | 4 | 1.8 | -0.7 | -7 | 1.2 | 106 | 2 | 3 | -10
# CCCC(CCC(=O)Nc1ccc(S(N)(=O)=O)cc1)C(=O)O (stereo not given) in the list: 0.4 | 1 | 1 | 2.2 | 0.4 | -7 | -0.9 | 105 | -27 | -2 | -16
# Cc1cc(C)c2c(N)c(C(=O)NNC(=O)c3ccccc3)sc2n1 in the list: 3.4 | -8 | 2 | 3.8 | -2.1 | 11 | 3.0 | 101 | 4 | 10 | 9
# C=CCn1c(SCc2nnc(-c3ccccc3)o2)nnc1C(O)c1ccccc1 (stereo not given) in the list: -0.4 | 8 | 3 | 1.8 | -2.0 | 0 | 0.7 | . | 47 | 11 | -2

# Carrying on:
SMILES,Ecoli viability,SUMO Mot1 rescue,HTR5A ag ctr,phage Ecoli inh,OPRM1-OPRD1 ag,PKA-R1A activ,AddAB inh,Pemphigus Ab inh,PfHsp90 yeast 2,MOR-DOR inv ag,HTR5A inv ag
Cc1ccc(OCC(=O)Nc2ccccc2C(=O)N2CCCC2)cc1,-0.6,6,-3,1.0,-0.7,-6,1.4,115,6,2,1
CCOC(=O)Nc1cccc(C(=O)O)c1,0.5,107,2,2.2,0.8,10,-1.1,105,-4,-5,24
CN(c1cccc(NC(=O)c2cccc([N+](=O)[O-])c2)c1)S(C)(=O)=O,1.2,26,-1,4.7,-1.2,-5,0.8,94,7,6,24
O=C(CCc1ccco1)CCc1ccco1,.,.,1,1.2,-3.8,-7,.,111,3,20,-6
Cc1cc(C(=O)O)oc(=O)c1,-3.6,-6,-4,0.8,-4.0,1,4.5,113,9,20,-28
COc1cnc(-c2ccccc2)nc1Oc1ccc(Cl)cc1C,-2.2,7,0,4.9,-2.1,-1,2.7,104,7,11,22
COc1ccc2nc(NC(=O)C3=NN(c4ccccc4)C(=O)CC3)sc2c1,-0.6,12,-1,3.7,1.0,-2,-0.6,99,-4,-5,2
Cc1ccc(C)c(CN2CCCNC2=O)c1,0.2,0,-4,1.7,-1.3,-7,-0.2,102,2,7,-25
O=C(NCc1ccco1)c1cc([N+](=O)[O-])ccc1N1CCCCC1,-2.6,-7,1,4.8,-1.9,2,0.4,98,3,14,-3
O=[N+]([O-])c1cccc(N=NN(CCO)c2cccc([N+](=O)[O-])c2)c1,0.9,30,-4,2.0,3.9,3,3.7,101,-19,-23,10
O=C1CCCC2=C1C(c1cccs1)n1ncnc1N2 (stereo not given),-1.4,64,0,-0.9,-0.5,-5,-1.1,100,11,3,-1
C#CCOCCOCCOCCNc1nc(N2CCN(C(=O)[C@H](CCCCN)n3cc(CN)nn3)CC2)nc(N2CCN(C(=O)[C@H](CCCN=C(N)N)n3cc(C(N)[C@H](C)CC)nn3)CC2)n1 (stereo not given in full),-2.3,-15,6,-0.3,-1.8,3,1.9,104,19,10,-16
COc1ccc(NC(=O)CC2C(=O)N(c3cccc(OC)c3)C(=O)N2C2CCCCC2)cc1 (stereo not given),-1.2,42,2,3.5,-0.7,-7,2.3,97,-5,4,-7
O=C(CCN1C(=O)c2ccccc2S1(=O)=O)Nc1nc2c(s1)CCCC2,-0.3,-2,-3,-2.0,-0.9,3,1.6,102,-80,5,13
